# miR122 inh = inhibitors of miR-122 in Huh7 cells; Huh7 miR-122 Renilla luciferase sensor, 48 h; neutral wells = 0, positive control = 100; activation (reporter increase), % at 12.5 µM; hit rate 0.3% among 340,000; AID 602342;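 active = mean replicate activation score at least 90 and every replicate individually at or above 90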;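 note: higher luciferase means less miR-122 activity so hits act as miR-122 inhibitors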
# ERp5 block = ERp5 (human) disulfide isomerase inhibition | Q15084 | ERp5 insulin aggregation, absorbance 650 nm, 90 min | inhibition, % at 9.99 µM | hit rate 0.05% among 350,000 | AID 651711;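 active = mean replicate inhibition above about 25%, with every replicate also reaching it, limit read from the data, passing the limit was not always enough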
# Target sequence (Q15084 whole entry, looked up): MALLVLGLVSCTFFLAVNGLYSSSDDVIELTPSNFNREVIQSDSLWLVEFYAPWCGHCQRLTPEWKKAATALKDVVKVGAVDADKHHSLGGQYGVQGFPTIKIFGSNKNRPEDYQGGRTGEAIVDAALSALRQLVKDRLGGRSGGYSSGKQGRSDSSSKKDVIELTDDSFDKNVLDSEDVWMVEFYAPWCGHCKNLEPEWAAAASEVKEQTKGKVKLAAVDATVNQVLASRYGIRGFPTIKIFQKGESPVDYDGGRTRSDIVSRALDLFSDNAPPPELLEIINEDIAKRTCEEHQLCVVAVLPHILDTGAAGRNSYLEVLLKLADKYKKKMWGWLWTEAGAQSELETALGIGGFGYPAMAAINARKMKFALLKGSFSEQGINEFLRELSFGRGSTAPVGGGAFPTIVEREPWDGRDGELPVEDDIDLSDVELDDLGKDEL
# esBAF inh = inhibitors of esBAF chromatin remodeling in mouse ES cells; Bmi1-luciferase knock-in reporter, 24 h; 100% = twice the neutral-well signal; reporter increase, % at 12.5 µM; hit rate 2% among 350,000; AID 602393; in the data active = activation above about 40%;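 note: 0% = median of the plate's neutral control wells and 100% = double that signal; a rise in the Bmi1 reporter signal indicates esBAF inhibition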
# Cneo AK release = causes C. neoformans cell lysis | adenylate kinase release luminescence, 4 h; normalised: neutral wells 0, clomiphene wells 100 | lysis activity, % at 15 µM | hit rate 0.2% among 360,000 | AID 651654;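 active = mean lysis activity across replicates of at least 80%, whatever share of replicates individually reach that level; inactive = mean lysis activity below 80%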
#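 read-out = cell lysis signal | test system = log-phase Cryptococcus neoformans yeast cells | input = cells at 5 × 10^6 per mL | medium = fresh YPD growth medium | signal = luminescent adenylate kinase detection reagent | timing = 4 h at 37 °C static, read 1 h later | dosing = single dose | controls = Clomiphene as positive lysis control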
# ARNT TACC3 PPI = ARNT/TACC3 interaction disruption; Q9Y6A5; AlphaScreen His-ARNT PAS-B/GST-TACC3 binding, luminescence; TACC3 fragment carries E629A point mutation; inhibition, % at 9.99 µM; hit rate 0.66% among 390,000; AID 623870;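 active = mean inhibition of replicates at least 50% and at least half of replicates each reaching 50%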;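 note: 0% = complete ARNT plus TACC3 wells and 100% = ARNT alone without TACC3; many hits fall short of the cut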
# SIRT5 inh = inhibitors of human sirtuin-5 desuccinylase; hit rate 1.1% among 330,000; inhibition, % at 15 µM; Purified SirT5, succinyl-peptide AMC, trypsin-coupled fluorescence; Q9NXA8; AID 652115; in the data active = inhibition above about 15%
# Target sequence (Q9NXA8 whole entry, looked up): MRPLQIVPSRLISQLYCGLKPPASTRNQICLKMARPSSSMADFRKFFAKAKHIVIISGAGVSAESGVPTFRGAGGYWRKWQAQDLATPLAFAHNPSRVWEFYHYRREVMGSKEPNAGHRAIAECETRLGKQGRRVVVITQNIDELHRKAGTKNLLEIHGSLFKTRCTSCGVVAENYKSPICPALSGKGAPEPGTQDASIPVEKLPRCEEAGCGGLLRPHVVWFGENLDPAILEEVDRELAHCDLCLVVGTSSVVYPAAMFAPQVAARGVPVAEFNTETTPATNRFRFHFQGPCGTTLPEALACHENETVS
# C2C12 statin = protects C2C12 myotubes from simvastatin toxicity; rescue of ATP level, % at 7.49 µM; ATP luminescence, 48 h; scaled: DMSO 0, geranylgeraniol control 100; hit rate 0.78% among 330,000; AID 602340;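 active = mean ATP rescue above about 67%, or every replicate alone reaching that limit, limit read from the data, passing the limit was not always enough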;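 note: myotubes were challenged with 10 µM simvastatin during compound exposure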
# The depositor's hits bear a star; nt = no result given; & = joins results of further samples; [ ] = dose if it differs, or a comment.
SMILES,miR122 inh,ERp5 block,esBAF inh,Cneo AK release,ARNT TACC3 PPI,SIRT5 inh,C2C12 statin
Cc1cccc(-n2c(=O)c3ccccc3n3c(=S)[nH]nc23)c1C,-2,0,-10,-3,-3,-1,25
Cc1cccc(C)c1NC(=O)CNC(=O)Cc1ccccc1[N+](=O)[O-],0,-3,3,0,-3,-5,9
CCOC(=O)CSc1nc(C2CC2)cc(-c2ccc(Cl)cc2)c1C#N,-1,-3,nt,0,-3,-1,nt
CN(C)c1ccc(C2N3CC4(C)CN2CC(C)(C3)C4O)cc1 (stereo not drawn),3,0,-6,5,33,-2,-2
COc1ccc(S(=O)(=O)N(C)C[C@@H]2Oc3c(NC(=O)Nc4cccc5ccccc45)cccc3C(=O)N([C@@H](C)CO)C[C@@H]2C)cc1,-5[16.7 µM],-7,8,0,-2,4,nt
C/C=C/c1ccc2c(c1)O[C@@H](CN(C)C(=O)CC)[C@H](C)CN([C@H](C)CO)S2(=O)=O,-3[16.7 µM],18,5,-3,2,-3,-13
Cc1cccc(N2C(=O)CC(N3CCN(c4cccc(C(F)(F)F)c4)CC3)C2=O)c1 (stereo not drawn),-6,nt,-5,-1,-10,nt,-6
COCCN(C(=O)c1ccco1)C(C(=O)NC1CCCC1)c1cccs1 (stereo not drawn),3,nt,-2,0,-7,nt,-2
C[C@@H]1CN([C@H](C)CO)C(=O)CCCn2nncc2CO[C@H]1CN(C)C(=O)Nc1cccc(F)c1,-4[16.7 µM],-4,3,-3,-4,-5,-5
CCCc1c(C)[nH]c2ccc(NC(C)=O)cc2c1=O,-1,nt,-7,-7,-11,nt,-35
Cc1cc(NC(=O)COC(=O)C2CCN(C(=O)c3ccc(Cl)cc3)CC2)no1,-4,nt,0,0,nt,nt,111*
Cc1ccccc1NC(=O)C(=O)NCCCN1CCOCC1,-1,3,nt,nt,0,1,nt
COc1ccc2nc(NC(=O)CSC3=NCCS3)sc2c1,nt,0,13,2,0,1,-10
O=C(N/N=C/c1cc([N+](=O)[O-])ccc1O)C1CCCCC1,nt,1,nt,nt,67*,1,nt
O=C1CC[C@@H](C(=O)O)N1,-3,4,5,3,15,-1,8
CCCCCCN1C[C@H](O)[C@@H](n2cc(C3CC3)nn2)C[C@@H]1c1ccc(OC)cc1,-1,1,-1,0,nt,-1,-1
Cc1ccc(CN(c2ccc(C(=O)N3CCCC3)cc2)S(C)(=O)=O)cc1,-1,nt,1,5,1,nt,8
CCn1cc(C(=O)NCCc2ccc(OC)c(OC)c2)c(=O)c2cc(S(=O)(=O)N3CCOCC3)ccc21,13,1,1,-1,1,0,-8
COc1cccc(NC(=O)C2CC(=O)N(Cc3ccco3)C2)c1 (stereo not drawn),-1,-5,4,0,2,0,4
C[C@H]1CN([C@@H](C)CO)C(=O)c2cc(NS(=O)(=O)c3ccc(Cl)cc3)ccc2O[C@@H]1CN(C)Cc1ccc(C(=O)Nc2ccccc2N)cc1,10[16.7 µM],-5,-3,3,-2,3,29
CNC[C@H]1Oc2c(NS(=O)(=O)c3ccc(OC)cc3)cccc2C(=O)N([C@H](C)CO)C[C@@H]1C,6[16.7 µM],-1&4,-4&5,-1&-1,7&4,-1&0,-3&-5
CCN(CC(O)Cn1c2ccccc2c2ccccc21)S(=O)(=O)c1ccc(C)cc1 (stereo not drawn),3,nt,nt,-1,-6,nt,nt
COc1ccc(NC(=O)Nc2ccc3c(c2)[C@@H]2C[C@H](CC(=O)NCC4CC4)O[C@@H](CO)[C@@H]2O3)cc1,4[16.7 µM],6,-2,-5,-17,-3,-3
CC(C)c1ccc(CNC(=O)CSCC(=O)Nc2ccc3ccccc3c2)cc1,-33,nt,-1,1,-4,nt,6
COC(=O)c1ccc(CN(c2ccc(C(=O)O)c(O)c2)S(=O)(=O)c2ccc(Cl)c([N+](=O)[O-])c2)cc1,2,-3,4,1,-1,-7,5
O=C(C[C@H]1CC[C@@H]2[C@H](COC[C@@H](O)CN2Cc2ccc3c(c2)OCO3)O1)Nc1ccccc1,4[16.7 µM],1,-7,44,2,-1,7
Cc1csc(NC(=O)c2cc3c(s2)CCC3)n1,-6,nt,15,-9,8,nt,-6
CCOC(=O)c1c(S(=O)(=O)NCc2cccs2)c(C)n(C)c1C,21,-6,0,7,-3,-2,2
CNC[C@@H]1OCCCC[C@H](C)Oc2ccc(NC(=O)NC3CCCCC3)cc2C(=O)N([C@@H](C)CO)C[C@@H]1C,4[16.7 µM],2,-19,4,22,1,0
CC(OC(=O)c1ccc(OCC2CCCO2)cc1)C(=O)N(C)Cc1ccccc1 (stereo not drawn),1,0,nt,3,1,4,4
CO[C@H]1CN(C)C(=O)c2cc(NC(=O)Nc3ccc(F)cc3)ccc2OC[C@H](C)NC[C@H]1C,-8[16.7 µM],-3,-2,-2,-1,-1,-9
O=C(O)c1ccccc1C(=O)c1cccc2ccccc12,-11,-1,-10,1,-5,-6,-2
COc1cccc(-c2nnc(NC(=O)c3cccs3)s2)c1,-2,4,nt,nt,-17,-2,nt
O=C(CCc1nnc2ccc(NCc3ccccc3)nn12)NCC1CCN(C2CCCC2)C1 (stereo not drawn),0,4,-6,-1,1,-3,3
N/C(=N\OC(=O)c1ccc2c(c1)OCO2)c1cccnc1,nt,2,nt,nt,-12,2,nt
Cc1cc(C)n2cc(CSc3ncccc3C(=O)O)nc2n1,nt,6,-6,1,0,-7,3
Cc1noc(C)c1NC(=O)Nc1ccc2c(c1)C(=O)N([C@H](C)CO)C[C@H](C)[C@H](CN(C)S(=O)(=O)c1ccc(Cl)cc1)O2,-4[16.7 µM],-12,-1,-1,-1,3,-14
Cc1ccc2nc(SCC(=O)Nc3cccc([N+](=O)[O-])c3)[nH]c2c1,-3,nt,1,-1,4,nt,0
O=C(C[C@H]1CC[C@@H]2[C@H](COC[C@@H](O)CN2C(=O)c2cccnc2)O1)NC1Cc2ccccc2C1,3[16.7 µM],0,-1,2,0,2,-13
Cc1cc(NC(=O)C2C3C(=O)N(CCC(C)C)C(C(=O)NCc4ccccc4)C34C=CC2(C)O4)no1 (stereo not drawn),3,nt,-3,0,0,nt,15
CCN(CC)c1ccc(NC(=O)c2ccco2)cc1,-11,nt,-18,-3,10,nt,-15
OC(CNCC1CCCO1)Cn1c2ccccc2c2ccccc21 (stereo not drawn),-3,nt,6,2,3,nt,18
Cc1ccc2nc(-c3cccnc3)c(Nc3ccccc3C)n2c1,3,0,-1,-2,-3,4,2
CN1C(=O)c2cc(NC(=O)NC3CCCC3)ccc2OC[C@H]2O[C@H](CC(=O)NCC3CC3)CC[C@@H]21,-12[16.7 µM],2,4,-2,0,3,-3
COCCCn1c(SCC(=O)N2CCOCC2)nc2cc(Cl)ccc2c1=O,-6,-1,-2,0,nt,-5,2
COc1cc(C(=O)Nc2nc3ccccc3[nH]2)ccc1OC(F)F,nt,5,nt,nt,-9,-2,nt
O=C(CN1CCN(C(=O)CNC(=O)c2ccc(N3CCCC3=O)cc2)CC1)Nc1ccccc1Cl,nt,2,-5,4,7,1,5
Cc1cc(C)n2nc(SCC(=O)N(C)Cc3ccccc3)nc2n1,-4,nt,-3,13,-2,nt,-4
COCCOC1CCN(C(=O)c2cc(COc3ccc(-n4cncn4)cc3)on2)CC1,-9,3,-1,11,-2,-2,-3
NS(=O)(=O)c1ccc(Nc2nc(-c3cccc([N+](=O)[O-])c3)cs2)cc1,-5,-2,2,0,nt,1,-34
O=C(O)c1ccc(N2CCc3ccccc32)c([N+](=O)[O-])c1,-4,-2,-4,2,3,4,-3
COc1cc(C(=O)N2CCc3ccccc32)c([N+](=O)[O-])cc1OC,2,2,6,-3,-1,0,7
O=C(O)Cc1cccc2ccccc12,1,12,-8,12,nt,nt,12
Nc1ccccc1N=Cc1ccc(-c2cccc(Cl)c2)o1,4,7,98*,-1,6,-4,-9
C[C@H](CO)N1C[C@H](C)[C@H](CN(C)Cc2ccc(C(F)(F)F)cc2)Oc2ccc(NC(=O)Cn3cnnn3)cc2CC1=O,-7[16.7 µM],0,1,1,-11,1,35
S=C(NCc1ccco1)Nc1cc(Cl)c(Cl)cc1Cl,11,10,nt,1,-16,-1,nt
CSCC[C@H](NC(=O)[C@@H]1CSC2c3ccccc3C(=O)N21)C(=O)N1CCC[C@H]1CO (stereo partly drawn),-3,-4,9,1,30,1,-9
Cc1ccc2nc(Nc3nc(C)cc(C(F)(F)F)n3)nc(C)c2c1,-1,nt,-10,5,-4,nt,-3
COc1cc(CCNc2ccc3nnc(-c4ccccc4)n3n2)cc(OC)c1OC,-8,0,3,-2,56*,-1,-9
CC(=O)c1c(C)[nH]c(C(=O)NNC(=O)c2ccc(Br)cc2)c1C,6,-2,5,1,7,-16,1

# Reformatted: entries from further up
# Value order: miR122 inh | ERp5 block | esBAF inh | Cneo AK release | ARNT TACC3 PPI | SIRT5 inh | C2C12 statin
> COc1cc(C(=O)Nc2nc3ccccc3[nH]2)ccc1OC(F)F
  nt | 5 | nt | nt | -9 | -2 | nt
> O=C(CN1CCN(C(=O)CNC(=O)c2ccc(N3CCCC3=O)cc2)CC1)Nc1ccccc1Cl
  nt | 2 | -5 | 4 | 7 | 1 | 5
> Cc1cc(C)n2nc(SCC(=O)N(C)Cc3ccccc3)nc2n1
  -4 | nt | -3 | 13 | -2 | nt | -4
> COCCOC1CCN(C(=O)c2cc(COc3ccc(-n4cncn4)cc3)on2)CC1
  -9 | 3 | -1 | 11 | -2 | -2 | -3
> NS(=O)(=O)c1ccc(Nc2nc(-c3cccc([N+](=O)[O-])c3)cs2)cc1
  -5 | -2 | 2 | 0 | nt | 1 | -34
> O=C(O)c1ccc(N2CCc3ccccc32)c([N+](=O)[O-])c1
  -4 | -2 | -4 | 2 | 3 | 4 | -3
> COc1cc(C(=O)N2CCc3ccccc32)c([N+](=O)[O-])cc1OC
  2 | 2 | 6 | -3 | -1 | 0 | 7
> O=C(O)Cc1cccc2ccccc12
  1 | 12 | -8 | 12 | nt | nt | 12
> Nc1ccccc1N=Cc1ccc(-c2cccc(Cl)c2)o1
  4 | 7 | 98* | -1 | 6 | -4 | -9
> C[C@H](CO)N1C[C@H](C)[C@H](CN(C)Cc2ccc(C(F)(F)F)cc2)Oc2ccc(NC(=O)Cn3cnnn3)cc2CC1=O
  -7[16.7 µM] | 0 | 1 | 1 | -11 | 1 | 35
> S=C(NCc1ccco1)Nc1cc(Cl)c(Cl)cc1Cl
  11 | 10 | nt | 1 | -16 | -1 | nt
> CSCC[C@H](NC(=O)[C@@H]1CSC2c3ccccc3C(=O)N21)C(=O)N1CCC[C@H]1CO (stereo partly drawn)
  -3 | -4 | 9 | 1 | 30 | 1 | -9
> Cc1ccc2nc(Nc3nc(C)cc(C(F)(F)F)n3)nc(C)c2c1
  -1 | nt | -10 | 5 | -4 | nt | -3
> COc1cc(CCNc2ccc3nnc(-c4ccccc4)n3n2)cc(OC)c1OC
  -8 | 0 | 3 | -2 | 56* | -1 | -9

# Next part:
SMILES,miR122 inh,ERp5 block,esBAF inh,Cneo AK release,ARNT TACC3 PPI,SIRT5 inh,C2C12 statin
O=S(=O)(c1ccc(=S)[nH]c1)N1CCCCCC1,3,-1,-3,0,2,4,13
COc1cccc(NC(=O)CN(C)C(=O)c2oc3c(ccc4ccccc43)c2C)c1,4,3,1,-1,-5,2,8
C(=C\c1ccccc1)/CN1CCN(Cc2ccc3c(c2)OCO3)CC1,-2,-2,2,1,8,-2,8
Cc1nc([N+](=O)[O-])c(Br)n1CC(=O)c1ccc(F)cc1,1,2,9,nt,2,1,9
C[C@@H]1CN([C@@H](C)CO)C(=O)Cc2cc(NS(=O)(=O)c3ccc(Cl)cc3)ccc2O[C@@H]1CN(C)Cc1ccc2c(c1)OCO2,-2[16.7 µM],7,-2,-4,-2,11,41
C[C@@H]1CCCCO[C@@H](CN(C)C(=O)c2ccncc2)[C@H](C)CN([C@@H](C)CO)C(=O)c2cc(N(C)C)ccc2O1,-1[16.7 µM],3,-1,7,8,-3,14
CS(=O)(=O)Nc1ccc(C(=O)Nc2ccccc2C(=O)N2CCCC2)cc1,-9,nt,-4,12,-24,nt,90*

# Compound activity: PubChem, Broad Institute
